# HEK293 viab: cell viability loss counter-screen; HEK-293-SNCA-luc viability, GF-AFC fluorescence, 24 h; Potency, µM (titrated, usually from 57.1 µM), for the others: at the top dose activity change, negative = cytotoxicity, actives largely listed as cytotoxic; 150,000 tested, 0.12% active; AID 1671193;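 note: potency is the fitted concentration of half-maximal effect; 0% = DMSO-treated cells and -100% = medium-only wells without cells; nearly all actives have a fitted effect of over 30% in size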
#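 Cytotoxicity counterscreen: after 24 h compound treatment of genome-edited SNCA-luciferase HEK-293 cells, live-cell protease substrate GF-AFC read by fluorescence after 30 min; activity scaled between DMSO (0%) and medium-only (-100%), curves Hill-fitted.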
# IP6K1 inhibitor: blocks human inositol hexakisphosphate kinase 1. Q92551. IP6K1 kinase, ADP-Glo luminescence, 2 h; active compounds read low. activity change, % (series mostly up to about 58 µM). 140,000 tested, 0.81% active; in the data active = activity change below about -25%
#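 ADP-Glo luminescence measures ADP made by human IP6K1 during a 2 h RT reaction with ATP/IP6 (mix at 1.3 mM/130 uM); top library doses 57.5 and 19.1 uM final.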
# NIH3T3 tox: cytotoxic compounds in NIH 3T3 cells. NIH 3T3 viability, CellTiter-Glo ATP luminescence, 48-72 h. Potency, µM (top dose mostly 96.7 µM), for the others: at the highest dose activity change, negative = cytotoxicity, most hits filed as inhibitors. 94,000 tested, 4.3% active. AID 1345082; note: potency is the fitted concentration of half-maximal effect; nearly all actives have a fitted effect of over 55% in size
#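 Cells were seeded at 400 per well, treated with pin-transferred compound, and kept 48 or 72 hr at 37 °C before CellTiter-Glo addition and luminescence imaging of cellular ATP.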
# HEK cytotox: HEK 293 cell cytotoxicity. HEK 293 viability, ATP luminescence (CellTiter-Glo), 48-72 h. Potency, µM (top dose mostly 115 µM), inactives show at the highest dose activity change, negative = cytotoxicity, actives largely listed as inhibitors. 94,000 tested, 6.6% active. AID 1345083; note: potency is the fitted concentration of half-maximal effect; nearly all actives have a fitted effect of over 60% in size
#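 Pintool-delivered compounds were incubated with HEK 293 cells (250 cells/well) at 37 degree Celsius for 48 or 72 hr. ATP-dependent luminescence (CellTiter-Glo) then reported remaining viable cells.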
# GPT2 inhibitor: inhibitors of human GPT2 alanine aminotransferase; Q8TD30; Recombinant GPT2, coupled pyruvate oxidase/HRP Amplex Red fluorescence; Potency, µM (highest dose often 57.7 µM), for the others: at the highest dose activity change, negative = inhibition, most hits filed as inhibitors; 100,000 tested, 0.25% active; AID 1671188; note: potency is the fitted concentration of half-maximal effect; nearly all actives have a fitted effect of over 60% in size; many of its hits are not listed in these tables
# Target sequence (Q8TD30 whole entry, looked up): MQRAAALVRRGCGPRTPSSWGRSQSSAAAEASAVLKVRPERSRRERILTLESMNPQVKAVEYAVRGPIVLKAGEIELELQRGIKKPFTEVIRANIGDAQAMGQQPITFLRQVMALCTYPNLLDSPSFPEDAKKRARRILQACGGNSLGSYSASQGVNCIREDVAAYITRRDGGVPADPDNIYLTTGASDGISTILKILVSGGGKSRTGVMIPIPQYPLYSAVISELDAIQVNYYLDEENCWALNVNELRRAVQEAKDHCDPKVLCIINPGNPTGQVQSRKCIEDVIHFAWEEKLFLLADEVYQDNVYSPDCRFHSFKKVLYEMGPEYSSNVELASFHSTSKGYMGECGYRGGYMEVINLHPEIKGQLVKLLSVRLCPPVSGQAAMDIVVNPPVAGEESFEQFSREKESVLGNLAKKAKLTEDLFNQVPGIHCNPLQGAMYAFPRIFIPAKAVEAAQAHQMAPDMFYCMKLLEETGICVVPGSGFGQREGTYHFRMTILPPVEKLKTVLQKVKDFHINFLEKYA
#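 Recombinant GPT2 (10ng/uL) with 250uM a-KG and 2mM L-alanine, 30 min at room temperature, in HEPES pH 7.5 buffer. Pyruvate detected by pyruvate oxidase/HRP/Amplex Red fluorescence after 30 min in the dark; AOA (50uM) as positive control.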
# SNCA expr inhib: SNCA gene expression inhibition | HEK-293 SNCA-luciferase knock-in, luminescence, 24 h | Potency, µM (doses to about 57.2 µM), for the others: at the highest dose activity change, negative = inhibition, most hits filed as inhibitors | 140,000 tested, 0.17% active | AID 1671194;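 note: potency is the fitted concentration of half-maximal effect; plate controls were DMSO cells for no effect and cell-free wells for full effect; nearly all actives have a fitted effect of over 45% in size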
# FLuc inh: inhibitors of firefly (Photinus pyralis) luciferase; 76,000 tested, 2.5% active; Potency, µM (titrated, usually from 115 µM), for inactives: top-dose activity change, negative = inhibition, most hits filed as inhibitors; purified P. pyralis luciferase, luminescence, biochemical; P08659; AID 1347043; note: potency is the fitted concentration of half-maximal effect; nearly all actives have a fitted effect of over 65% in size
# Target sequence (P08659 whole entry, looked up): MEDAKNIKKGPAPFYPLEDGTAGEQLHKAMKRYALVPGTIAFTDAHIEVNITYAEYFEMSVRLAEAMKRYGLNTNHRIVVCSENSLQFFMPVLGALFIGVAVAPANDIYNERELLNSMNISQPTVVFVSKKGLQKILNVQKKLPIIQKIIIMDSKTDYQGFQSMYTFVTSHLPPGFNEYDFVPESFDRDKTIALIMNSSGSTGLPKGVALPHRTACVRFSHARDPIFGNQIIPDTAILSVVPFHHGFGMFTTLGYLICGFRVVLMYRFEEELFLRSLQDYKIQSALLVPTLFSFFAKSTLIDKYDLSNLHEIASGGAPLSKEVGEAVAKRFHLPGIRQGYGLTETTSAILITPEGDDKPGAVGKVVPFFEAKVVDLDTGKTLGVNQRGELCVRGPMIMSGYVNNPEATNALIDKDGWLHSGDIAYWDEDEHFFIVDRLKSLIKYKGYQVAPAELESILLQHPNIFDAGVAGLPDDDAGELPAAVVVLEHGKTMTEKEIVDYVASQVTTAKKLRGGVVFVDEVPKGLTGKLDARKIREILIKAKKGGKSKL
#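 Luminescence read by CCD imager after adding enzyme (10nM final) to wells holding compound, titrated in qHTS. Substrates 10uM each D-luciferin and ATP; buffer 50mM Tris acetate pH 7.5, 10mM Mg acetate, Tween-20, BSA.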
# Starred values were filed as active, the others as inactive; i = inactive; ? = inconclusive; . = no result given; [ ] = remark or other dose. Unless noted, calls come from the whole dose curve; as a rule, active = well fitted curve in the direction sought with a large enough effect; inconclusive = small, poorly fitted or top-dose-only effect, or another doubt; inactive = no such curve, though single readings can be large; an effect the other way counts as inactive or inconclusive. Unless noted, % is set by controls: 0 for no effect and ±100 for the full control effect.
molecule | HEK293 viab | IP6K1 inhibitor | NIH3T3 tox | HEK cytotox | GPT2 inhibitor | SNCA expr inhib | FLuc inh
O=C1c2cc(N3CCOCC3)nc(-c3cccc(F)c3)c2CN1CC1CC1 | 5%[87.6 µM] | 17 | ? | 112µM* | -14%[88.5 µM] | -2%[87.6 µM] | 4%[172 µM]
Cc1cc(C(=O)N[C@@H]2C[C@H](Cn3cc(CN4CCS(=O)(=O)CC4)nn3)[C@@H](O)[C@H]2O)nn1C | 1% | -1 | -8% | i | -4% | 6% | -7%
Cc1ccccc1S(=O)(=O)N1CCn2c(n[nH]c2=O)C1 | 4% | 7 | 3% | 8% | -12% | -20% | 1%
COc1cc(/C=C/c2nc(C#N)c(N3CCCCCC3)o2)cc(OC)c1OC | ? | -24 | . | . | . | 78%[activator] | .
O=C(CCc1ccccc1)N1CCOc2ccc(CN3CCc4ccccc4C3)cc2C1 | -11% | -10 | ? | ? | 3% | 5% | 0%
CCc1noc(-c2cn(C3CCN(C(=O)c4cc(C)ccc4C)CC3)nn2)n1 | 8% | 23 | -25% | ? | -3% | ? | 1%
COc1ccc(CNC(=O)N2CCC(Cc3ncc(C)n3C3CC3)C2)cc1 (stereo not given) | 3% | 22 | -33% | -17% | -9% | -15% | .
Cc1ccc(-c2cc(C(=O)Oc3ccc(C#N)cc3)no2)cc1 | 3% | -2 | . | . | . | -5% | .
O=C(c1cc(-c2ccccc2)n[nH]1)N1CC2CC(C1)[C@H]1CCCC(=O)N1C2 (stereo not given in full) | 4% | 10 | -9% | 1% | -16% | 8% | 0%
Cn1nc(C(=O)NCc2cccnc2)c2c1CN(C(=O)c1ccc3ccccc3n1)C2 | -8% | 2 | -13% | -1% | i | -24% | .
Cc1c[nH]c2ccccc12 | -8%[23.9 µM] | 13 | . | . | i | -14%[25.6 µM] | .
O=C(c1cccs1)C1CCCN(Cc2nc(CCc3ccccc3)no2)C1 (stereo not given) | 14% | -15 | ? | ? | i | 31%[activator] | 0%
Cc1ccc(-c2noc(CCC(=O)N(C)c3ccccc3F)n2)cc1 | -4% | 8 | . | . | . | 11% | .
COc1ccc(CC(=O)NC2CCCc3c2[nH]c2ccc(F)cc32)cc1OC (stereo not given) | -25% | -10 | ? | ? | -7% | ? | 4%
CN(C)S(=O)(=O)CCCN1CC[C@@H](NC(=O)c2ccccn2)[C@H](O)C1 | -20% | 2 | 5% | -3% | 2% | -7% | 2%
COc1ccc(C2Cn3nnc(-c4nc(-c5ccc(Br)cc5)no4)c3CO2)cc1 (stereo not given) | -11% | -1 | -6% | 7% | i | -12% | -4%
Cc1ccc(-c2ncc(C(=O)N(C)Cc3nc(CC(C)C)no3)c(=O)[nH]2)cc1 | -6% | -12 | -6% | -13% | -5% | -7% | -1%
Cc1ccc(S(=O)(=O)N[C@H]2CO[C@H]3[C@@H]2OC[C@H]3OCC(N)=O)cc1 | -1%[87.6 µM] | 6 | 0%[174 µM] | -2%[172 µM] | 4%[88.5 µM] | 36%[activator][87.6 µM] | -15%[172 µM]
CC(=O)N1CCc2nn(CC(=O)Nc3ccccc3Cl)c(=O)cc2C1 | 6% | -1 | -4% | 1% | i | -18% | 4%
Cc1cccc(C(=O)N2CCCN(S(=O)(=O)c3ccccc3)CCC(=O)NCC2)c1 | 2% | 4 | -2% | -26% | -6% | 7% | 2%
O=C(Nc1ccccn1)[C@@H]1C[C@@H](c2ccc(F)cc2)N(Cc2ccccc2)C1 | ? | 8 | ? | ? | -27%[88.5 µM] | ? | -17%[172 µM]
O=C(NCCc1ccc(Cl)cc1)c1ccc2c(c1)N(Cc1cccc(Cl)c1)C(=O)c1ccccc1S2(=O)=O | -10% | 14 | . | . | . | 36%[activator] | .
Cc1cn2nc(C(=O)N3CCN(c4ccccc4)CC3)cc2c(N2CCCC2)n1 | -1% | -2 | -24% | -29% | i | 1% | 4%
COc1ccc(C(=O)N2CC[C@H]3C(=O)NCCCCCCN(Cc4ccncc4)[C@@H]3C2)c(OC)c1 | 6% | 3 | -11% | 3% | i | -12% | -6%
CN1CC(=O)N(C2CCCCC2)Cc2c(NCc3cccs3)ncnc21 | 10% | 4 | -26% | ? | -5% | ? | .
CCc1ccc(CN2CCC3(CC2)Cc2ccccc2CNC3=O)cc1 | -18% | 25 | ? | ? | i | -9% | .
CCc1ccc(CNC(=O)Cc2ccc(NC(=O)N3CCSc4ncccc43)cc2)cc1 | -15% | 23 | . | . | . | 0% | .
OC[C@@H]1CN(Cc2cccnc2)C[C@H]1c1ccncc1 | 0% | 8 | -17% | -12% | 0% | -3% | -4%
COc1ccc2c(c1)C(COCc1ccc(C(=O)O)cc1)=CC(C)(C)CO2 | . | -1 | ? | i | . | . | .
CN(Cc1ccccc1)C(=O)[C@@H]1Cc2nc[nH]c2CN1C | 0%[87.6 µM] | 9 | -5%[230 µM] | i | i | -1%[87.6 µM] | 2%[230 µM]
c1ccc(CCCCn2ccnc2-c2cc3n(n2)CCCNC3)cc1 | -19% | -15 | ? | -29% | -1% | 17% | -13%
Cc1noc(C)c1C(=O)N[C@@H]1CN(c2ccncn2)C[C@H]1CN(C)C | 15% | -8 | -15% | -7% | i | -17% | -17%
CN(Cc1cccnc1)C(=O)c1cn(Cc2ccccc2C(F)(F)F)nn1 | -8% | 3 | 1% | 3% | 2% | 3% | -1%
CN1C(=O)COC[C@@H]1[C@H](O)c1ccc(NC(=O)c2cccc(C#N)c2)cc1 | 0%[87.6 µM] | 12 | -4%[174 µM] | -15%[172 µM] | i | -10%[87.6 µM] | 11%[172 µM]
O=C1COC[C@H]([C@H](O)c2ccc(NC(=O)c3ccccc3)cc2)N1 | 4%[87.6 µM] | -5 | -4%[174 µM] | -5%[172 µM] | i | 34%[activator][87.6 µM] | -16%[172 µM]
Cc1nn(-c2ccccc2)c2c1C(C(C)C)N(C1CCN(C(=O)Cc3cccc(Cl)c3)CC1)C2=O (stereo not given) | . | 8 | -27% | -22% | . | . | .
Cc1ccc(CNC(=O)N2CCCN(S(=O)(=O)c3ccccc3)CCC(=O)NCC2)cc1 | 1% | 0 | -19% | -6% | i | 0% | 5%
CC(=O)Nc1ccc(-c2ccc(=O)n3c2[C@@H]2C[C@@H](CN(S(=O)(=O)c4ccc(F)cc4)C2)C3)cc1 | -4% | 2 | -3% | i | 4% | -29% | 3%
COc1ccc(CNC(=O)CCC(=O)N2CC3CCCN3c3ccccc32)cc1 (stereo not given) | -5% | 7 | . | . | . | 0% | .
O=c1cc(N2CCN(c3ccc(F)cc3)CC2)[nH]c(=O)n1-c1ccc(Br)cc1 | 14% | -3 | . | . | . | 7% | .
O=C(NC1CCCCCC1)c1ccc2oc(-c3ccncc3Cl)nc2c1 | -19%[12.5 µM] | 0 | 0%[138 µM] | -27%[172 µM] | i | -1%[87.6 µM] | .
Cc1ccc(CCNC(=O)c2ccc3c(Cl)c4c(nc3c2)CCCC4)cc1 | 9% | -15 | . | . | . | -23% | .
CCCN(CC1CCOC1)S(=O)(=O)c1ccc(F)c(C)c1 (stereo not given) | ? | -2 | 1% | 1% | i | -14% | 3%
CCOC(=O)c1c(C)oc2ncnc(NCCCN3CCN(c4cc(C)ccc4C)CC3)c12 | 5% | -9 | . | . | . | -8% | .
Cc1nc([C@@H]2CN(C(=O)c3ccc(Br)o3)C[C@H]2C(N)=O)n[nH]1 | ? | 5 | -8% | -6% | i | 5% | 3%
CC(C)n1cc(CN(C)C(=O)c2cc(COc3ccccc3)on2)cn1 | -5% | 7 | ? | ? | i | 22% | ?
Cn1c(Cn2cccn2)nnc1C1CCCN(c2nccc(N)n2)C1 (stereo not given) | 6% | 9 | -5% | -11% | 3% | -5% | 10%
CC1(COc2cccnc2)COc2ccc(C(=O)NCc3cnccn3)cc2N1 (stereo not given) | 15%[87.6 µM] | -8 | -15%[138 µM] | ? | i | -26%[87.6 µM] | 3%[172 µM]
COc1ccc(C(=O)N2CCC3(CC2)CC(=O)c2ccccc2O3)cc1 | -24% | 10 | -27% | ? | -19% | -20% | -7%
O=C(CSc1ccc2nc(-c3ccccc3)cn2n1)Nc1ccccc1 | 1% | 13 | . | . | . | 79%[activator] | .
Cc1ccc(-c2nc(C(=O)N3CCN(c4ccc(Cl)cc4)CC3)no2)cc1 | 0% | -9 | -11% | -1% | i | -8% | ?
Cc1cccc(CN2CCn3c(nnc3[C@@H]3C[C@@H](O)CN3Cc3cccnc3)C2)c1 | -10%[12.5 µM] | -7 | 1% | i | -8% | 7% | 2%
O=C1[C@@H]2C[C@@H](O)CN2C2(CN(Cc3ccccc3Cl)C2)C(=O)N1Cc1ccccc1F | 3% | -13 | ? | -7% | 0% | 1% | -9%
Cc1nn(CCC(=O)Nc2ccccc2Br)c(=O)c2nn(-c3ccccc3)c(C)c12 | -16% | 27 | . | . | . | -5% | .
Cc1ccc2[nH]c(CN3CCN(CC4CCN(C)CC4)CC3)cc(=O)c2c1 | 3% | -14 | -1% | 0% | -2%[11.5 µM] | 5% | 6%
Cc1nc(N2CCC(NC(=O)c3ccc4c(c3)OCO4)CC2)cc(C(F)(F)F)n1 | ? | 0 | -41% | -18% | i | -23% | -2%
COc1ccc(-c2noc(C(=O)O)c2[C@@H](C)NC(=O)c2cc(C)n(C)n2)cc1 | 5%[87.6 µM] | 10 | 2%[138 µM] | i | -4%[88.5 µM] | 6%[87.6 µM] | -2%[172 µM]
O=C(NC1CCCN(c2nc3ncccc3o2)C1)c1ccccc1 (stereo not given) | -14%[87.6 µM] | -1 | 1%[138 µM] | ? | i | 14%[87.6 µM] | -4%[172 µM]
COc1cccc(-c2cccc(C(=O)N3CCN([S+](=O)([O-])c4cccc(C(F)(F)F)c4)CC3)c2)c1 | -6%[12.5 µM] | 12 | -20% | ? | i | 4% | .
CCS(=O)(=O)c1ncc(Cl)c(C(=O)NCc2ccccc2)n1 | ? | -2 | . | . | . | ? | .

# Additional compounds follow:
molecule | HEK293 viab | IP6K1 inhibitor | NIH3T3 tox | HEK cytotox | GPT2 inhibitor | SNCA expr inhib | FLuc inh
CCNC(=O)c1n[nH]c2c1CN(C(=O)c1cccc(Br)c1)CC2 | 7% | 8 | -23% | -1% | 4% | -6% | -8%
COC(=O)c1ccc2c(=O)n(CCCCCC(=O)NCCc3ccc(Cl)cc3)c(=O)[nH]c2c1 | 6% | -9 | . | . | . | 30%[activator] | .
CC(C)NC(=O)N1CCN(C(=O)N2CCOCC2)[C@@H](C(=O)N[C@H](Cc2c[nH]c3ccccc23)C(N)=O)C1 | -7% | -8 | 5% | i | -2% | 21% | 3%
CC(=O)N1CCc2c(sc3c2c(=O)n(-c2ccc(F)cc2)c(=O)n3Cc2ccc(C#N)cc2)C1 | 4% | -2 | . | . | . | 48%[activator] | .
O=C(O)c1c(-c2ccccc2)oc2ccc(OCc3ccc(Cl)c(Cl)c3)cc12 | -7% | -2 | . | . | . | ? | .

# Source: PubChem BioAssay (National Center for Advancing Translational Sciences (NCATS))

# Not all compounds are listed; the hit share may differ from the screen's.
